FN deposit inh – inhibitors of fibronectin matrix deposition, primary screen, AH1F cells, Alexa488-fibronectin fluorescence, plate reader; actives 0.086% (n = 350,000); AH1F fibroblasts, overnight; inhibition, % at 12.6 µM; AID 743247, 2014;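 active = mean inhibition across replicates of 30% or more, regardless of how many single replicates reach that level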;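 also: positive control wells lacked labelled fibronectin entirely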
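Measured by – fluorescence 485/525 nm · System – AH1F fibroblast monolayer, labelled fibronectin deposition · Amount – 10000 cells per well · Buffer or medium – serum-reduced DMEM (2% serum) · Doses – single dose, pinned · Also added – fluorescent fibronectin at 24 nM final · Schedule – 1 h cell attachment, overnight exposure to compound and label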
C2C12 statin – suppressors of statin myotoxicity in C2C12 myotubes, primary screen, cell-based, single point, plate reader | AID 602340, 2012 | rescue of ATP level, % at 7.49 µM | C2C12 myotubes + simvastatin, ATP luminescence, 48 h; scaled: DMSO 0, geranylgeraniol control 100 | actives 0.78% (n = 330,000);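 active = mean ATP rescue above about 67%, or every replicate alone reaching that limit, limit read from the data, passing the limit was not always enough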;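 also: myotubes were challenged with 10 µM simvastatin during compound exposure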
PglD inh – C. jejuni PglD acetyltransferase inhibitors, primary screen, biochemical, DTNB colorimetric, single point. UDP-N-acetylbacillosamine N-acetyltransferase PglD (Campylobacter jejuni). purified PglD enzyme, DTNB colorimetric CoA detection. inhibition, % at 12.5 µM. actives 0.098% (n = 360,000). AID 602405, 2012; in the data active = inhibition above about 16%, passing the limit was not always enough; also: strong numbers were not always called active
PGC1a acetyl inh – inhibitors of PGC1a acetylation signal, primary screen, cell-based, U2OS, AlphaScreen, inhibitor mode. AlphaScreen anti-acetyl-lysine; with virally co-expressed GCN5 acetyltransferase. inhibition, % at 15.6 µM. actives 0.17% (n = 350,000). AID 651687, 2012;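 active = every replicate shows inhibition of at least 40%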;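 also: 0% = neutral control wells and 100% = positive control wells; some results beyond the cut were filed as inactive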
Cneo AK release – Cryptococcus neoformans cell lysis inducers, primary screen, AK release luminescence, single concentration; C. neoformans lysis, adenylate kinase release luminescence, 4 h; normalised: neutral wells 0, clomiphene wells 100; actives 0.2% (n = 360,000); lysis activity, % at 15 µM;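 active = mean lysis activity across replicates of at least 80%, whatever share of replicates individually reach that level; inactive = mean lysis activity below 80%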
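Signal: Adenylate kinase release luminescence | Assay system: Log-phase Cryptococcus neoformans yeast cells | Input: Cells at 5 × 10^6 per mL | Buffer or medium: Fresh YPD growth medium | Compound: Single dose | Schedule: Static 4 h at 37 °C with compound, 1 h detection | Controls: Clomiphene | Read-out: Luminescence rise reflecting yeast cell lysis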
GSIS activator – GLuc luminescence reporter in INS-1E cells, primary screen for activators of glucose-dependent secretion of insulin. INS-1E GLuc reporter insulin secretion, 2-3 h. activation, % at 16.6 µM. actives 0.61% (n = 370,000);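 active = lowest replicate activation of at least 40%, so every replicate reaches that level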;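 also: 0% = median of neutral control wells and 100% = median of IBMX positive control wells; some compounds called inactive have numbers as strong as hits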
F508del corr – F508del CFTR correction, initial screen, CFBE line, single point; CFBE cells, YFP halide quenching; stimulated with forskolin plus potentiator P3; % fluorescence drop versus neutral controls; actives 0.36% (n = 350,000); AID 720511, 2013; activity (quench increase), % at 7.58 µM;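 active = mean added fluorescence quench of at least 8% versus neutral control, with both replicates also reaching 8%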;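 also: cells transiently co-express mutant CFTR-F508del with the halide-sensitive YFP; corrector assay measuring rescue of mutant channel to the surface after 24 h compound exposure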
miR122 inh – miR-122 Renilla sensor signal increase in Huh7, primary screen, miR-122 inhibitor project, cell-based, single point, plate reader; Huh7 miR-122 Renilla luciferase sensor, 48 h; neutral wells = 0, positive control = 100; activation (reporter increase), % at 12.5 µM; actives 0.3% (n = 340,000); AID 602342, 2012;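 active = mean replicate activation score at least 90 and every replicate individually at or above 90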;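 also: higher luciferase means less miR-122 activity so hits act as miR-122 inhibitors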
* hit, by the source's call; / = no result given; [ ] = remark or other dose. Compounds as they come; 2.1% or so of the library scored in one or more.

Structure	FN deposit inh	C2C12 statin	PglD inh	PGC1a acetyl inh	Cneo AK release	GSIS activator	F508del corr	miR122 inh
CCn1nc(C)c(/C=N/NC(=O)Cn2nccc2C)c1C	-2.8	/	3.2	/	0.9	7.2	/	/
COc1ccc(NC(=O)c2cccnn2)cc1	6.5	-5.8	1.9	/	-3.5	6.1	-4.3	-2.4
Cc1cc(NC(=O)CSCc2nc(-c3cccc(F)c3)oc2C)no1	-5.8	-1.7	-8.5	-8.1	-2.5	-8.4	0.8	-3.6
CC(=O)c1c(C)[nH]c(C(=O)OCC(=O)NC(C)c2ccccc2)c1C (stereo not drawn)	-3.7	0.9	-3.0	8.0	0.0	/	4.9	-3.5
CN(C)C(=O)C[C@H]1CC[C@@H]2[C@@H](COc3ccc(NC(=O)NCc4ccccc4)cc3C(=O)N2C)O1	-8.9	13.1	2.9	-10.1	1.9	7.1	2.8	38.3[16.7 µM]
Cc1cc(OC(=O)c2ccccc2C(F)(F)F)c([N+](=O)[O-])c(=O)[nH]1	2.0	2.7	/	-5.3	-2.5	8.0	-5.3	-2.9
Cc1ccc(C)c(-n2ccnc2SCC(N)=O)c1	-2.5	/	/	6.4	/	0.9	2.9	/
O=C(C[C@H]1C[C@@H]2c3cc(NS(=O)(=O)c4ccc(F)cc4)ccc3O[C@@H]2[C@H](CO)O1)N1CCCCC1	/	-6.0	3.0	-3.5	49.4	-6.4	0.9	5.1[16.7 µM]
COc1ccc(Cl)cc1NC(=O)C(=O)NC1CCCCCC1	/	-3.6	-1.7	50.9	3.8	/	/	0.2
C[C@@H]1CN([C@H](C)CO)C(=O)c2cc(NC(=O)C3CC3)ccc2O[C@H]1CN(C)Cc1ccc(C(F)(F)F)cc1	/	-10.3	2.3	-3.6	-0.4	-10.8	-1.8	-4.7[16.7 µM]
CC1CCCCC1NC(=O)C1CCCN1S(=O)(=O)c1cccc2nsnc12 (stereo not drawn)	-2.3	/	1.7	-3.5	-0.1	7.0	1.2	-4.8
CN(C)/N=C/C=C1\CCC/C(=C/c2cccs2)C1=O	-13.3	-5.3	/	-2.3	/	-2.1	-3.3	-11.5
c1ccc(CSc2ccc(-c3cccnc3)nn2)cc1	/	10.5	-1.7	3.8	-7.7	6.2	-0.1	-11.3
C/C=C/c1cnc2c(c1)C(=O)N([C@@H](C)CO)C[C@H](C)[C@H](CN(C)C(=O)NC1CCCC1)O2	/	2.4	-3.4	5.4	-0.1	4.4	-0.1	1.1[16.7 µM]
CN(C)C(=O)C[C@@H]1CC[C@H](NC(=O)C2CCC2)[C@H](CO)O1	/	-6.5	-0.4	-3.3	1.8	-0.7	-2.5	/
CCOC(=O)N1CCN(S(=O)(=O)N2CCCC(C(=O)NCc3ccc(F)cc3)C2)CC1 (stereo not drawn)	1.7	9.1	-3.4	-6.3	-0.5	3.6	-1.4	-4.4
COc1ccccc1C(=O)Nc1ccnn1C1CCN(C(=O)c2cnsn2)CC1	2.1	12.8	-0.5	-1.9	-1.2	17.3	1.0	-5.4
CC(OC(=O)CCN1C(=O)C2CC=CCC2C1=O)C(=O)Nc1ccc(F)cc1 (stereo not drawn)	0.9	2.3	5.1	3.8	1.4	2.8	-0.2	-4.9
COC(=O)c1[nH]c(C)c(/C(O)=C2\C(=O)C(=O)N(CCN3CCOCC3)C2c2ccco2)c1C (stereo not drawn)	6.7	1.4	-1.9	5.5	-0.9	4.7	0.4	0.9
C[C@@H]1CN([C@H](C)CO)C(=O)Cc2cc(NC(=O)c3ccncc3)ccc2O[C@@H]1CN(C)Cc1ccc(-c2ccccc2)cc1	/	-29.9	-3.4	26.1	0.5	-15.4	2.0	-6.6[16.7 µM]
CN(C(=O)COC(=O)C1COc2ccccc2O1)C1(C#N)CCCCC1 (stereo not drawn)	-6.7	-1.7	-2.3	/	1.8	3.4	1.3	/
Cc1noc(C)c1S(=O)(=O)Nc1ccc2c(c1)CC(=O)N([C@H](C)CO)C[C@@H](C)[C@H](CN(C)S(C)(=O)=O)O2	-17.0	6.4	2.1	5.2	-3.5	7.7	-1.8	0.8[16.7 µM]
O=[N+]([O-])c1ccc2nc(SCc3cn4cccnc4n3)[nH]c2c1	1.5	/	/	-8.3	/	21.0	2.6	/
Cn1c(=O)c2c(nc(CN3CCCCC3)n2CCc2ccccc2)n(C)c1=O	/	/	3.9	-0.3	0.6	/	/	6.3
CN1CCN(C(=O)C[C@@H]2C[C@@H]3c4cc(NC(=O)c5cccnc5)ccc4O[C@@H]3[C@@H](CO)O2)CC1	-0.2	-3.7	-1.2	0.9	-1.6	2.5	0.2	5.8[16.7 µM]
CCCCNC(=O)c1sc(=S)n2c1[nH]c(=O)c1ccc(C(=O)NCCc3ccc(OC)c(OC)c3)cc12	/	3.0	-1.1	/	0.6	/	/	-4.3
CC(=O)c1ccc(-n2nnnc2SCC(=O)NNC(=O)c2ccco2)cc1	/	2.4	-10.1	-3.0	0.2	-1.6	1.2	2.6
CCc1ccc(NC(=O)C(=O)NNC(=O)c2ccc(OC)cc2)cc1	-5.2	31.8	6.1	1.1	4.7	4.0	1.8	-5.8
COC(=O)c1cn[nH]c1N	/	/	-5.8	1.2	0.9	/	/	-10.0
CCN(CC)S(=O)(=O)c1ccc(C)c(NC(=S)Nc2cccc(S(=O)(=O)N3CCCCCC3)c2)c1	0.6	-0.6	-6.0	-15.1	-0.1	9.2	2.1	4.3
CNC[C@H]1Oc2c(NS(C)(=O)=O)cccc2C(=O)N([C@@H](C)CO)C[C@@H]1C	/	6.7	2.0	5.4	-6.8	41.9	-3.2	-4.0[16.7 µM]
Cc1cnc(C(=O)Nc2ccc(N3CCN(C(=O)OC(C)(C)C)CC3)cc2)cn1	3.6	-47.3	-4.2	-3.5	3.8	/	/	-0.4
CCOC(=O)CN1C(=O)N[C@@H](c2ccco2)C(C(=O)OC)=C1C	-7.7	-4.0	-3.0	/	0.0	3.1	-3.2	/
COc1ccc(/C=C2\SC(=S)NC2=O)cc1OS(=O)(=O)c1ccc(NC(C)=O)cc1	0.2	/	/	-0.6	/	-48.9	1.0	/
CC(C)NC(=O)N(C)C[C@H]1Oc2ncc(C#CCC3CCCC3)cc2C(=O)N([C@H](C)CO)C[C@@H]1C	8.4	4.7	4.9	-4.6	4.0	-3.7	0.6	27.0[16.7 µM]
Cc1ccc(C(C)C)cc1OCCN1CCCC1	2.4	5.5	/	5.2	/	12.9	0.7	1.9
Cc1cc2c(cc1[N+](=O)[O-])NC(CNC(C)C)CC2 (stereo not drawn)	4.0	35.3	-10.1	-0.9	-0.1	-2.2	-0.7	4.9
CC(Sc1nnc(-c2cccnc2)o1)C(=O)NC1CCCCC1 (stereo not drawn)	1.4	-1.7	4.9	9.0	1.6	-0.1	0.2	1.4
COc1ccc(NC(=O)Nc2ccc(OC)c(OC)c2)c([N+](=O)[O-])c1	0.0	/	1.2	8.4	0.3	8.4	-3.7	-6.6
CCOc1nc(NC2CCCC2)nc(N2CCC(C)CC2)n1	4.4	-1.7	-4.3	-5.6	13.0	1.9	1.9	4.8
Cc1cc(=O)[nH]c(NN=Cc2cc(Br)ccc2O)n1	20.0	-20.6	3.3	49.7*	-0.3	/	1.1	/
Cc1ccc(OCC(=O)Nc2ccc(C)c(F)c2)c([N+](=O)[O-])n1	/	-1.1	3.4	-3.5	-7.0	14.9	-7.4	0.3
O=C(O)C(=O)/C(=C\c1ccc(Cl)cc1)c1ccc2ccccc2n1	-16.5	-0.2	-5.1	3.9	-2.0	10.6	0.5	7.7
Cc1nc(-c2cccc(NC(=O)c3cc4cc(Br)ccc4oc3=O)c2)cs1	/	-13.5	-5.1	15.1	-1.4	/	/	2.6
COc1ccc(CCNC(=O)C2CCN(Cc3nc(-c4ccccc4C)oc3C)CC2)cc1OC	-3.0	1.3	2.5	-10.1	-0.7	/	/	-8.4
C[C@@H]1CN([C@H](C)CO)C(=O)c2cc(NC(=O)Nc3ccccc3)ccc2O[C@@H]1CN(C)C(=O)Nc1ccc2c(c1)OCO2	/	/	/	-3.3	/	0.6	0.6	-3.7[16.7 µM]
O=C(c1nc[nH]c1C(=O)N1CCc2ccccc2C1)N1CCc2ccccc2C1	-13.7	-8.9	0.7	-3.2	0.9	-10.7	2.2	3.5
C[C@@H]1CN([C@@H](C)CO)C(=O)c2cc(-c3ccccc3F)cnc2O[C@H]1CN(C)C(=O)C1CCC1	/	22.2	1.9	2.5	-2.2	-6.1	0.7	-5.3[16.7 µM]
C[C@@H]1CN([C@H](C)CO)C(=O)c2cccc(NC(=O)Nc3ccc4c(c3)OCO4)c2O[C@@H]1CN(C)Cc1ccc(C(F)(F)F)cc1	/	-25.9	0.3	4.8	42.0	-17.2	-1.7	12.4[16.7 µM]
COc1ccc(NC(=O)N2CCCCN3[C@@H](CO)[C@H](c4ccc(C#CCC(C)C)cc4)[C@@H]3C2)cc1	/	4.4	0.8	-11.9	-1.4	-11.8	-0.9	-33.2[16.7 µM]
COc1cccc(C(=O)COC(=O)CCCC(=O)NC2CCCCC2)c1	-1.5	-5.1	-3.9	/	1.4	28.5	7.3	-0.3
COc1cc(Cl)cc(/C=N/NC(N)=O)c1O	-17.1	/	/	0.2	/	18.1	1.6	/

A portion from further up:
Structure	FN deposit inh	C2C12 statin	PglD inh	PGC1a acetyl inh	Cneo AK release	GSIS activator	F508del corr	miR122 inh
CNC[C@H]1Oc2c(NS(C)(=O)=O)cccc2C(=O)N([C@@H](C)CO)C[C@@H]1C	/	6.7	2.0	5.4	-6.8	41.9	-3.2	-4.0[16.7 µM]
Cc1cnc(C(=O)Nc2ccc(N3CCN(C(=O)OC(C)(C)C)CC3)cc2)cn1	3.6	-47.3	-4.2	-3.5	3.8	/	/	-0.4
